PAFAH1B3 FP inh: inhibitors of human PAFAH1B3. recombinant PAFAH1B3, FP-rhodamine probe, fluorescence polarization. inhibition, % at 3.39 µM. 340,000 tested, 0.28% active. AID 492972;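 active means inhibition above the screen-wide average of all tested compounds plus 3 SD, cut at about 25% in these data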;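 further: 0% = enzyme with DMSO only and 100% = wells lacking PAFAH1B3 protein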
Target sequence (Q15102 whole entry, looked up): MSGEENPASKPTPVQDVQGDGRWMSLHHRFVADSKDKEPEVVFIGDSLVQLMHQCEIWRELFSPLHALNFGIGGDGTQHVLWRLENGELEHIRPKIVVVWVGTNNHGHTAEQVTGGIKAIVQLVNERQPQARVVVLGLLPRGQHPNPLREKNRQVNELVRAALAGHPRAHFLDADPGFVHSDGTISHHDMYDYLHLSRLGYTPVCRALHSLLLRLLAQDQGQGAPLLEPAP
Fam108B counter: blocks mouse Fam108B hydrolase in RBBP9 counter-screen | 300,000 tested, 0.33% active | inhibition, % at 9.51 µM | AID 1947 | recombinant Fam108B, FP-Rh probe fluorescence polarization;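 active means inhibition above the screen mean inhibition plus 3 SD, computed separately per campaign, cut at about 18% in these data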;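 further: inhibitors lower polarization as less probe binds the enzyme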
PAFAH2 inh: inhibitors of human PAFAH2; recombinant PAFAH2, FP-rhodamine activity probe, fluorescence polarization; Q99487; 340,000 tested, 0.99% active; inhibition, % at 3.39 µM;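 active means inhibition above the mean over all tested compounds plus 3 SD, cut at about 30% in these data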;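 further: inhibitors block probe labeling of enzyme so polarization drops; 0% = enzyme with DMSO and 100% = wells lacking PAFAH2 protein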
GSTO1 counter: blocks human GSTO1 in RBBP9 counter-screen; P78417; recombinant GSTO1, activity-based probe fluorescence polarization; inhibition, % at 5.96 µM; 300,000 tested, 1.1% active; AID 1974;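 active means inhibition above the campaign mean inhibition plus 3 SD, cut at about 35% in these data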;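 further: 0% = GSTO1-1 with DMSO and 100% = wells lacking GSTO1-1 enzyme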
PAD4 FP inh: inhibitors of human PAD4. inhibition, % at 6.36 µM. 330,000 tested, 0.41% active. AID 485272. recombinant PAD4, RCA probe fluorescence polarization;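 active means percent inhibition above a cutoff equal to the mean of all tested compounds plus 3 SD, cut at about 15% in these data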;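 further: 0% = PAD4 with RCA probe and DMSO and 100% = probe without PAD4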
PME-1 primary: PME-1 (human) inhibition. 320,000 tested, 0.53% active. AID 2130. recombinant PME-1, FP-Rh probe fluorescence polarization. inhibition, % at 5.9 µM;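 active means inhibition above the campaign mean of all compounds plus 3 SD, cut at about 26% in these data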;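 further: competitive labeling of PME-1 active site by serine hydrolase directed probe; 0% = PME-1 with DMSO and 100% = wells lacking PME-1 enzyme; inhibitors block probe labeling so polarization falls and inhibition rises; many of its hits are not listed in these tables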
pPAFAH FP inh: pPAFAH (human) enzyme inhibition | Q13093 | recombinant pPAFAH, FP-rhodamine probe fluorescence polarization | inhibition, % at 3.39 µM | 330,000 tested, 1.5% active | AID 463082;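 active means inhibition above the mean inhibition across the screen plus 3 SD, cut at about 25% in these data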;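 further: inhibitors block binding of the rhodamine activity-based probe so polarization drops; 0% = enzyme with DMSO and 100% = wells lacking pPAFAH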
Target sequence (Q13093 whole entry, looked up): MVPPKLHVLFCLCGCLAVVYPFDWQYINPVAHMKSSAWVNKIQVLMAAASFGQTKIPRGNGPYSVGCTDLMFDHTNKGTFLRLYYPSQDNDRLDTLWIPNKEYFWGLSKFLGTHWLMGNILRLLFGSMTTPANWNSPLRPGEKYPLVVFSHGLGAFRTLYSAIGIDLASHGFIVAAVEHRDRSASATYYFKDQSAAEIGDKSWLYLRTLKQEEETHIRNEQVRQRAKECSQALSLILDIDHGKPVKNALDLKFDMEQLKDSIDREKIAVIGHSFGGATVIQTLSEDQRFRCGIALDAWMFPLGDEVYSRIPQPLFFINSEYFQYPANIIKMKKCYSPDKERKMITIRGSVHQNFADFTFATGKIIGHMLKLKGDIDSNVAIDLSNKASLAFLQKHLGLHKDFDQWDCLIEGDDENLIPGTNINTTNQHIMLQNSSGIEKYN
LYPLA1 inh: blocks human lysophospholipase 1, a PME1 counter-screen; 320,000 tested, 0.16% active; O75608; inhibition, % at 5.9 µM; recombinant LYPLA1, FP-Rh probe fluorescence polarization; AID 2174;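 active means inhibition above the mean of all tested compounds plus 3 SD, set per campaign, cut at about 14% in these data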;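 further: inhibitors block serine hydrolase probe labeling of LYPLA1 so polarization falls; 0% = enzyme with DMSO and 100% = wells lacking LYPLA1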
Target sequence (O75608 whole entry, looked up): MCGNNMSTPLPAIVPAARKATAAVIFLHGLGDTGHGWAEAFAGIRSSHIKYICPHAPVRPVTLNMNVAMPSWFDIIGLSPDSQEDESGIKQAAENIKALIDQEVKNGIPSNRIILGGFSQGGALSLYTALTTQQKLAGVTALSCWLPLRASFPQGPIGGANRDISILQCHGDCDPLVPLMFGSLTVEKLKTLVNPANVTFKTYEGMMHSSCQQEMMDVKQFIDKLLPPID
PAFAH1B2 inh: PAFAH1B2 (human) inhibition; 340,000 tested, 1.2% active; recombinant PAFAH1B2, FP-rhodamine activity probe, fluorescence polarization; inhibition, % at 3.39 µM;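 active means inhibition above the mean of all tested compounds plus 3 SD, cut at about 24% in these data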;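 further: 0% = enzyme with DMSO and 100% = wells lacking PAFAH1B2; many of its hits are not listed in these tables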
Numbers without * were called inactive; · = no result given. A portion of the library, so the mix of outcomes need not match the whole.

SMILES	PAFAH1B3 FP inh	Fam108B counter	PAFAH2 inh	GSTO1 counter	PAD4 FP inh	PME-1 primary	pPAFAH FP inh	LYPLA1 inh	PAFAH1B2 inh
CC(SCc1ccccc1)C(=O)N/N=C/c1cc2c(cc1Br)OCO2 (centres undefined)	0	0	-1	3	1	-4	-2	0	4
Cc1noc(C)c1NC(=O)N(C)C[C@H]1Oc2ccc(NC(=O)Nc3ccc4c(c3)OCO4)cc2C(=O)N([C@H](C)CO)C[C@@H]1C	8	·	0	·	4	·	1	·	6
O=C(COC(=O)CN1C(=O)c2cccc([N+](=O)[O-])c2C1=O)NC1CCS(=O)(=O)C1 (centres undefined)	-1	0	2	-10	-5	3	2	3	5
CN(C)CCCN1C(=O)c2oc3ccc(F)cc3c(=O)c2C1c1cccnc1 (centres undefined)	0	5	0	3	-3	3	8	1	5
CSCCCN1CCCC(CO)(Cc2ccc(F)cc2)C1 (centres undefined)	1	1	4	9	-4	-5	2	0	0
COc1ccc(CNS(=O)(=O)c2ccc(C3CNC(=O)C3)cc2)cc1 (centres undefined)	9	2	11	2	1	-2	0	4	1
C/C(=N\O)C(C)(C)Nc1ccc(Br)cc1	3	-2	-3	-3	-4	-4	1	-1	0
COc1ccccc1N1CCN(Cc2ccc(C(=O)O)cc2)CC1	4	1	-3	-2	2	-3	3	-3	4
Cc1noc(C)c1C(=O)Nc1ccc(F)cc1F	3	-1	1	0	-1	-4	5	2	-2
O=S(=O)(N/N=C/c1cccc(OC2CSC2)c1)c1ccccc1	4	-5	0	5	3	-8	4	-2	9
Cn1c(CNC2CCCCC2)c(C#N)c2ccccc21	4	4	8	5	-1	-6	1	1	3
COc1cccc(C2=CC(=O)CC(C)(C)C2)n1	9	3	-3	-2	-1	-1	3	2	1
CCc1nc(SCC(=O)Nc2ccccc2C)n[nH]1	4	-6	-2	-1	2	0	2	2	4
Cc1ccc(C)c(NC(=O)CN(C)C(=O)Cc2coc3cc(C)c(C)cc23)c1	6	8	1	2	2	-2	-1	-2	8
CC(C)(C)N(Cc1ccccc1)C(=O)CSc1ncn[nH]1	8	2	-4	7	-1	2	-2	5	16
N/C(=N\OS(=O)(=O)c1ccc(Cl)cc1)c1cccnc1	5	1	2	1	3	-4	3	-2	4
COc1ccc(CN2CCN(S(=O)(=O)c3ccc(NC(C)=O)cc3)CC2)cc1	-3	2	0	-8	4	-6	5	-3	5
Cn1c(C(C(=O)NCC2CCCO2)N(C(=O)Cn2nnc3ccccc32)C2CCCCC2)nc2ccccc21 (centres undefined)	6	1	-2	8	-3	5	7	4	4
Cc1cccc(OCC(O)CN2CCN(S(=O)(=O)c3ccc(C)cc3C)CC2)c1 (centres undefined)	2	1	-4	5	3	-3	-6	-5	0
CN(C(=O)COC(=O)c1ccc([N+](=O)[O-])cc1)c1ccccc1	-2	4	-35	11	1	-3	-1	0	4
CCCOC(c1ccccc1)(c1ccc(C(F)(F)F)cc1)C(Oc1nc(C)cc(C)n1)C(=O)O (centres undefined)	10	-3	2	5	-3	-2	5	-2	11
C/C(=N\Nc1ccc([N+](=O)[O-])cc1)c1ccco1	0	3	2	6	-4	0	7	3	-4
CN(C(=O)COn1nnc2ccc(S(=O)(=O)N3CCOCC3)cc21)c1ccccc1	7	0	11	26	4	3	5	4	0
O=C(O)c1sccc1OCc1ccccc1	4	0	4	0	0	7	4	7	2
CCC(C)[C@H]1CNCCN1CCCc1cc(OC)c(OC)c(OC)c1 (some centres undefined)	0	0	5	6	4	-1	2	0	0
O=C(Nc1c2c(nn1-c1ccccc1)CS(=O)C2)c1ccc(Br)o1 (centres undefined)	3	-2	2	0	-3	0	8	-2	4
CCOC(=O)N1CCN(c2c(N3CCOCC3)c(=O)c2=O)CC1	0	1	1	6	0	-10	-8	-1	0
C/C(=N\Nc1ccc(Cl)c(Cl)c1)c1ccc(-n2ccnc2)cc1	6	9	-2	7	0	23	9	-5	2
COc1ccc(CC(=O)NCCS(=O)(=O)N2CCN(c3ccccc3)CC2)cc1OC	10	0	4	6	0	0	3	2	7
CN(Cc1nccn1C)C(=O)CC1C(=O)NCCN1Cc1ccccc1C(F)(F)F (centres undefined)	6	-3	5	-2	-4	1	4	1	7
CCN(C(=O)CSc1cccc[n+]1[O-])C1CCCCC1	1	·	6	·	-2	·	1	·	9
OCCCc1nc2n(n1)C(c1ccccc1)C=C(c1ccccc1)N2 (centres undefined)	-3	-2	8	-2	0	-1	1	-1	2
Cc1ccc(C(=O)OCC(=O)N2CCC(C)CC2)cc1S(=O)(=O)N1CCCCC1	11	-2	21	1	-2	4	8	1	5
O=C(NCc1cccnc1)C(=O)NCC(c1ccco1)N1CCN(c2ccccc2)CC1 (centres undefined)	6	4	-1	-1	-3	0	5	7	0
CC(=O)Nc1ccc(C2=NNC(=Nc3cccc(S(=O)(=O)N(C)C)c3)SC2)cc1	7	-5	-11	-1	-5	11	5	-9	0
O=C(Nc1nc2ccccc2s1)C1CCCO1 (centres undefined)	3	3	6	2	-1	-2	-1	4	4
COc1ccc(-n2nc(C(=O)NCC(=O)NCc3ccco3)c3ccccc3c2=O)cc1Cl	8	0	8	-1	-2	-7	1	-3	-1
O=C(O)CC(c1cccc(C(F)(F)F)c1)N1CCS(=O)(=O)CC1 (centres undefined)	1	3	3	3	1	-2	-1	-5	8
CCOc1ccc(C(=O)C(C)OC(=O)Cn2[nH]c(=O)c3ccccc3c2=O)cc1 (centres undefined)	-9	-3	0	5	-5	-5	-9	0	1
CCn1c(=NC(=O)c2ccc(S(=O)(=O)N3CCOCC3)cc2)sc2cccc(OC)c21	-12	-5	-27	-1	-5	5	-1	4	-2
Cc1nn(C(C)C(=O)N2CCCC2)c(=O)c2nn(-c3ccccc3)c(C)c12 (centres undefined)	-1	-1	-4	-4	-1	6	-1	1	3
CN(C)c1cccc(C(=O)N2CCC(n3nccc3NC(=O)C3CCOC3)CC2)c1 (centres undefined)	1	-6	-7	1	-7	-1	4	2	6
COc1ccccc1NC(=O)Cn1c(CCC(=O)O)ccc1-c1ccc(C)cc1	2	-2	3	7	6	0	8	3	5
CC1CCCN(CCCNC(=O)c2cn(C)c3ccc(S(=O)(=O)N(C)C4CCCCC4)cc3c2=O)C1 (centres undefined)	1	1	-1	-5	3	11	4	2	-4
O=C(Nc1nccs1)c1ccc(S(=O)(=O)NCC2CCCCC2)cc1	3	0	-10	9	2	-3	4	-7	5
O=C(NC1CCSC1=O)C1CC(=O)N(c2ccc(F)cc2)C1 (centres undefined)	6	4	-1	4	-7	-3	-3	-4	7
COC(=O)CCCC1=CC2=CC(=O)C(C)(OC(=O)c3cccs3)C(=O)C2=CN1c1cccc(C#N)c1 (centres undefined)	2	9	14	11	5	-3	8	1	6
CCc1nnc(NC(=O)c2ccc(S(=O)(=O)N(CCOC)CCOC)cc2)s1	-3	3	6	1	0	-2	3	-1	5
Cc1cccc(OCC(=O)N2CCN(S(C)(=O)=O)CC2)c1	2	3	-4	-4	0	2	4	-3	3
Cn1c(=O)[nH]c(=O)c2c1nc(SCC(=O)O)n2CCc1ccccc1	10	-6	10	-2	-1	-6	5	4	2
O=C(CCC(=O)Nc1nnc(C2CCCCC2)s1)Nc1ccc(F)cc1	9	1	-4	13	0	-1	2	2	6
C=CCn1c(CCC(=O)O)ccc1-c1ccc(OC)cc1	-8	-6	-5	5	-3	-2	20	-3	-2
CCN(CC)S(=O)(=O)c1ccc(NC2c3ccccc3C(=O)N2CCN2CCOCC2)cc1 (centres undefined)	-1	3	-3	2	0	7	5	3	4
COC(=O)Nc1ccc(OCC(=O)N2CCOCC2)cc1	5	3	-8	3	1	5	1	3	1
Oc1ccc(Br)cc1C1Nc2ccccc2S1 (centres undefined)	6	-4	4	2	2	0	5	1	0
N#C/C(C(=O)N1CCCCC1)=C1\Nc2ccccc2S1	3	11	3	-2	-3	1	4	-5	5
CCCn1nnnc1SCC(=O)NNC(=O)c1ccco1	9	-3	1	-3	-2	-4	-3	0	9
CC(=O)NCCn1c(SCc2cccc([N+](=O)[O-])c2)nc2ccccc2c1=O	0	2	11	11	0	-6	-2	3	6
COc1ccc(C(=O)N/N=C/c2ccc(OC)c(COc3ccccc3)c2)cc1	-1	-1	1	-7	1	-7	8	0	-2
CCNCCOC(c1ccccc1)c1ccccc1	0	2	0	-3	2	6	8	0	4
Continued:
SMILES	PAFAH1B3 FP inh	Fam108B counter	PAFAH2 inh	GSTO1 counter	PAD4 FP inh	PME-1 primary	pPAFAH FP inh	LYPLA1 inh	PAFAH1B2 inh
CCOc1ccccc1/C=N/n1c(C)nc2ccccc2c1=O	3	-3	1	5	1	-5	2	0	1
C=CCSC1=N/C(=C\c2ccc3c(c2)OCO3)C(=O)S1	10	9	32*	7	-2	-2	9	3	-2
O=C(Oc1ccc2c(-c3ccccc3)cc(=O)oc2c1)C1CCCCC1	3	-4	-6	-12	0	0	31*	0	-2
CCOC(=O)Cc1c(C)nc(SC)[nH]c1=O	0	-6	8	12	0	-3	4	0	0
Cc1cc(C)n2nc(SCC(=O)N(C)C3CCCCC3)nc2n1	10	3	5	0	5	-4	-1	3	1
CCOC(=O)c1ccccc1N=N/C(C(C)=O)=C(/C)O	7	1	-6	1	2	2	-5	1	1
CC(C)(C)Sc1ccccc1S(=O)(=O)C(C)(C)C	-1	1	-4	5	3	3	-1	1	11
COc1cccc(CNC(=O)CCCn2nc(C)n3c(cc4sccc43)c2=O)c1	7	0	-2	-3	-2	7	4	2	2
CC1=CC2=NC(=O)CC(C)(C(=O)N(CC(=O)NC3CCCC3)Cc3ccc(Cl)cc3)N2C=C1 (centres undefined)	2	2	-7	-2	3	2	2	3	2
O=C(Cn1cnc2ccccc21)N/N=C/c1ccco1	-3	-1	-1	6	-2	0	-4	1	2
Cc1cc(Cl)ccc1N1C(=O)CC(NNC(=O)c2cccnc2)C1=O (centres undefined)	1	-3	0	7	-3	-4	1	-2	1
CC(C)N(C(=O)CSc1nc(COc2ccccc2)nc2ccccc12)C(C)C	9	-1	3	-21	-3	-1	4	-6	4
CCOC(=O)N1CCN(C(=O)CSCc2ccc(C)cc2)CC1	6	2	0	-4	0	-5	2	6	2
CCc1nnc(NC(=O)COC(=O)CN2C(=O)c3ccccc3C2=O)s1	-4	16	-10	2	4	5	5	1	-3
O=C(COC(=O)c1n[nH]c2ccccc12)NCCc1ccccc1	10	·	15	·	-3	·	1	·	5
O=C(NCC1CCCO1)c1ccc(NC(=O)c2cccc(Cl)c2)cc1 (centres undefined)	4	-5	0	-12	5	-1	3	0	5
COc1ccc2cc(C=O)n(C)c2c1	18	·	2	·	1	1	3	0	6

Some of the entries so far, with bars between the fields:
smiles | PAFAH1B3 FP inh | Fam108B counter | PAFAH2 inh | GSTO1 counter | PAD4 FP inh | PME-1 primary | pPAFAH FP inh | LYPLA1 inh | PAFAH1B2 inh
CC(C)(C)N(Cc1ccccc1)C(=O)CSc1ncn[nH]1 | 8 | 2 | -4 | 7 | -1 | 2 | -2 | 5 | 16
CC1=CC2=NC(=O)CC(C)(C(=O)N(CC(=O)NC3CCCC3)Cc3ccc(Cl)cc3)N2C=C1 (centres undefined) | 2 | 2 | -7 | -2 | 3 | 2 | 2 | 3 | 2
CC1CCCN(CCCNC(=O)c2cn(C)c3ccc(S(=O)(=O)N(C)C4CCCCC4)cc3c2=O)C1 (centres undefined) | 1 | 1 | -1 | -5 | 3 | 11 | 4 | 2 | -4
CCOC(=O)c1ccccc1N=N/C(C(C)=O)=C(/C)O | 7 | 1 | -6 | 1 | 2 | 2 | -5 | 1 | 1
CC(SCc1ccccc1)C(=O)N/N=C/c1cc2c(cc1Br)OCO2 (centres undefined) | 0 | 0 | -1 | 3 | 1 | -4 | -2 | 0 | 4
